Bioassay records deposited in PubChem BioAssay by The Scripps Research Institute Molecular Screening Center.
PRMT1 inh = PRMT1 methyltransferase inhibitors, primary screen, biochemical, fluorescence polarization; Protein arginine N-methyltransferase 1 (Homo sapiens), Q99873; recombinant PRMT1, activity-based probe fluorescence polarization; inhibition, % at 2.79 µM; hit rate 1.3% among 370,000;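 active = inhibition above about 21% made by adding two undisclosed values, limit read from the data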
Target sequence (Q99873 whole entry, looked up): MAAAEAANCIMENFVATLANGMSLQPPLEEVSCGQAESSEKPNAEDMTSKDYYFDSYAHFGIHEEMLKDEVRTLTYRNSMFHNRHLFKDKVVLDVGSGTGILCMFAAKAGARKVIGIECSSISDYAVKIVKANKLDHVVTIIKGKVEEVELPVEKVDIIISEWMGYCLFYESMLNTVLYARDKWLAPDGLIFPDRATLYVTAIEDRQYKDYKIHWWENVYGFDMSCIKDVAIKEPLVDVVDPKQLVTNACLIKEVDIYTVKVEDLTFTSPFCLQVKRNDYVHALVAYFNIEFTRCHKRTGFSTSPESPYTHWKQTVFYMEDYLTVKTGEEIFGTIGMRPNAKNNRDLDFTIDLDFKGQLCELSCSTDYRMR
PG9 binder = binders of HIV-1 gp120 antibody PG9, primary screen, biochemical, TR-FRET. HIV-1 gp120 / PG9 antibody interaction. TR-FRET gp120-PG9 antibody binding. inhibition, % at 6.7 µM. hit rate 0.43% among 360,000. AID 624416, 2012; in the data active = inhibition above about 8.5%
TCR-CD3 inh = inhibitors of human TCR-CD3 interaction, primary screen, biochemical, fluorescence, TAMRA-labeled TCR probe. T-cell receptor (TCR). inhibition, % at 9.4 µM. hit rate 0.37% among 360,000; in the data active = inhibition above about 19%;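 also: recombinant mutant TCR 2C K166C tagged with TAMRA read by polarization; 0% = receptor in buffer alone and 100% = receptor with positive control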
UHRF1 binding = UHRF1 methylated DNA binding inhibitors, primary screen, counter-screen for MBD2 inhibitor project, biochemical, TR-FRET, human UHRF1, single concentration | inhibition, % at 4.4 µM | UHRF1 binding to methylated oligo | E3 ubiquitin-protein ligase UHRF1 (Homo sapiens), Q96T88 | hit rate 0.75% among 370,000; in the data active = inhibition above about 21%;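 also: UHRF1 SRA domain binding a hemimethylated CpG hairpin DNA probe; 0% = median of test compound wells and 100% = reference inhibitor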
LEDGF integ inh = blockers of LEDGF/p75-dependent integrase strand transfer – biochemical, TR-FRET, high throughput, primary screen. HIV-1 integrase (with human LEDGF/p75). hit rate 0.64% among 370,000. TR-FRET IN-LEDGF/p75 DNA integration, Eu/Cy5. inhibition, % at 3.7 µM. AID 743269, 2014;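 active = inhibition above the screen-wide mean plus 3 SD, cut at about 13% in these data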;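 also: signal is the Cy5 over europium emission ratio at 671 and 618 nm; 0% = plate median of compound wells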
mABHD4 FP = ABHD4 inhibitors, primary screen, biochemical, fluorescence polarization, mouse; (Lyso)-N-acylphosphatidylethanolamine lipase (Mus musculus), Q8VD66; purified mABHD4, FP-Rh probe fluorescence polarization; inhibition, % at 8.92 µM; hit rate 0.54% among 370,000; AID 720543, 2013;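 active = inhibition exceeding the mean over every tested compound plus 3 SD, cut at about 30% in these data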;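 also: 0% = plate median of compound wells and 100% = S159A mutant with DMSO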
Target sequence (Q8VD66 whole entry, looked up): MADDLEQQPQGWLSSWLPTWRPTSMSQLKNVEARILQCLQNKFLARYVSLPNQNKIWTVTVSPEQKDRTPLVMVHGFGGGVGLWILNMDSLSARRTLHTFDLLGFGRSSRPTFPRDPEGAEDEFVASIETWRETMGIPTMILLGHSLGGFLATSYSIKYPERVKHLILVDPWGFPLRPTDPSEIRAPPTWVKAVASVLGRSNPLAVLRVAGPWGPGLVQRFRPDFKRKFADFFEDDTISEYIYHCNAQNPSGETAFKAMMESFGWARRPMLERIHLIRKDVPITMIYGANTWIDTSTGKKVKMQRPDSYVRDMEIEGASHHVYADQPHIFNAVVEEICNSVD
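Assay system: mouse ABHD4 enzyme, wild type / Also added: fluorescent activity-based probe FP-Rh / Doses: single nominal dose of 8.92 µM, 0.89% DMSO final / Timing: 45 min compound pre-incubation plus 60 min probe step, 25 °C / Signal: FP readout, ex 525 nm / em 598 nm / Control set: S159A mutant/DMSO as 100%, compound-well median as 0%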
DDE Tn7 FP inh = inhibitors of Tn7 peptide binding to fibrin DD(E), primary screen, biochemical, fluorescence polarization, human fibrin, Tn7 probe; hit rate 0.13% among 370,000; AID 720508, 2013; Fibrinogen beta chain (Homo sapiens), P02675; inhibition, % at 8.3 µM; FP displacement of FITC-Tn7 peptide from fibrin DD(E); 0% = median of compound wells per plate;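 active = inhibition above the mean of compounds falling within the control limits plus 3 SD of them, cut at about 14% in these data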;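 also: 0% = plate median of compound wells and 100% = 10 µM Aha-Tn7 peptide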
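System: human fibrin DD(E); quantity: Fibrin-DD(E) at 2 µM final; also added: fluorescent Tn7 probe at 0.1 µM; compound dosing: single nominal test concentration of 8.3 µM per compound; schedule: 10 min preincubation, 3 h with tracer, room temperature; detection: fluorescence polarization of the labelled Tn7 tracer; repeats: one replicate per compound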
TDP2 absorb = human TDP2 enzyme inhibitors, primary screen, biochemical, epi absorbance, recombinant enzyme; T5PNP hydrolysis, p-nitrophenol absorbance 415 nm; inhibition, % at 12.8 µM; hit rate 0.34% among 370,000;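 active = inhibition above the mean of all tested compounds plus 3 SD, set per campaign, cut at about 25% in these data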;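 also: 0% = DMSO with enzyme and 100% = buffer with substrate but no TDP2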
Target sequence (O95551 whole entry, looked up): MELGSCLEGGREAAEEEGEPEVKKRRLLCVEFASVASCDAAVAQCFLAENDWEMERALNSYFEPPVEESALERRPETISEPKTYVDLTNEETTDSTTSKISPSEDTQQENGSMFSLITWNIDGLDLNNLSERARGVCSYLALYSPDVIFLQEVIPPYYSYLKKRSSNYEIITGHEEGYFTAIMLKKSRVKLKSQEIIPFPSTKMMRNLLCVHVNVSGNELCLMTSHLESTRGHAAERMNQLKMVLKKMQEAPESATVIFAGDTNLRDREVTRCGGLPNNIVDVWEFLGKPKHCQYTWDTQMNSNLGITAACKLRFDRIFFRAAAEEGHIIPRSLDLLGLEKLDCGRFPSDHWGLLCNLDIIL
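Test system: Human TDP2 enzyme | Reagent: 5 mM T5PNP | Compound dosing: 12.8 µM single point, 1% DMSO | Incubation: Enzyme reaction with compound for 2 h at 37 °C | Technique: p-Nitrophenol epi absorbance | Read-out: % inhibition relative to enzyme-containing and enzyme-free wells | Benchmarks: High control without enzyme, low control DMSO plus TDP2 | Replicates: Singlicate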
SIAE inh = human SIAE inhibitors, primary screen, biochemical, fluorescence polarization, FP-Rh probe, 1536-well HTS. Sialate O-acetylesterase (Homo sapiens), Q9HAT2. SIAE FP-Rh probe binding. inhibition, % at 9.66 µM. hit rate 0.69% among 370,000;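 active = inhibition above a cutoff: mean of compounds within the control limits plus 3 SD of those, cut at about 17% in these data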;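 also: 0% = plate median of compound wells and 100% = probe without SIAE protein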
HTRA1 inh = HTRA1 serine protease inhibitors, primary screen, biochemical, fluorescence polarization, HTS. recombinant HTRA1, FP-rhodamine activity-based probe. inhibition, % at 5.96 µM. hit rate 0.5% among 340,000. AID 504803, 2011; in the data active = inhibition above about 36%;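 also: 0% = enzyme with DMSO and 100% = wells lacking enzyme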
* marks the source's active call; other numbers are inactive results; nt = not tested or not shown.

SMILES	PRMT1 inh	PG9 binder	TCR-CD3 inh	UHRF1 binding	LEDGF integ inh	mABHD4 FP	DDE Tn7 FP inh	TDP2 absorb	SIAE inh	HTRA1 inh
COc1ccc(NC(=S)Nn2cnnc2)cc1OC	15	-2.2	5	1	-6	10	0	2	1	10
Cc1[nH]c2ccccc2c1/C=N/NC(=O)c1cc(-c2ccccc2)n[nH]1	-2	0.2	2	-3	0	11	-10	-3	4	nt
C[C@H]1CNC(=O)C(=O)N1C[C@H](Cc1ccc(O)cc1)NC(=O)CC12CC3CC(CC(C3)C1)C2	-2	1.2	5	2	1	11	-11	-6	2	-4
Cc1cccc(C(=O)NN/C=C/C(=O)c2ccccc2)c1	2	-3.2	10	-4	4	-2	0	-3	15	3
Cc1ccc(CN2CCN(Cc3cnc(N4CCOCC4)s3)CC2CCO)cc1 (stereo not given)	-4	-1.7	1	-2	1	2	-6	22	3	-1
COc1ccc2c(c1)C(=O)C(=O)N2CCS(=O)(=O)c1ccccc1	-2	-9.0	2	-9	6	2	0	-4	10	5
CCOc1ccccc1NC(=O)CSc1nnc(CNC(=O)c2cc(OC)c(OC)c(OC)c2)o1	6	-1.0	-5	0	-4	0	10	-12	1	0
Cc1ccc(S(=O)(=O)N2CCC(=O)N(CCOCc3ccc(Cl)cc3)CC2)cc1	-2	1.7	-5	-2	0	-2	4	0	-13	-11
COc1ccc(CN(C2CCCCC2C)S(=O)(=O)c2ccc(S(=O)(=O)N(C)C)cc2)cc1OC (stereo not given)	-2	-1.5	6	1	-1	-9	-4	-4	-4	-21
FC(F)Sc1ccc(-n2cc(-c3ccccc3)[n+]3c2CCC3)cc1	4	-0.7	-3	-1	-1	6	6	9	8	8
COc1ccc2c(-c3ccc(SC)cc3)c(-c3ccc(S(C)(=O)=O)cc3)sc2c1	-4	1.1	-3	3	-2	0	-4	4	2	1
Cc1ccccc1OCc1nnc(SCc2cc(=O)[nH]c3ccccc23)n1-c1ccccc1	-2	0.5	-4	-2	1	-8	4	2	-2	-23
Cc1cc([N+](=O)[O-])ccc1NC(=O)c1cccc(NC(=O)C(C)C)c1	-4	0.2	4	-3	-1	5	1	11	2	-7
O=C(NCC1COCCO1)C1CCN(S(=O)(=O)c2cccs2)CC1 (stereo not given)	-1	nt	nt	-2	-2	9	-2	4	-1	nt
COc1ccc(C(=O)COC(=O)CN2C(=O)c3ccccc3C2=O)c(OC)c1	2	-0.7	-2	5	-3	-7	7	-12	-2	3
O=C(COC(=O)Cc1n[nH]c(=O)c2ccccc12)Nc1c(Br)cc([N+](=O)[O-])cc1Br	2	-1.2	-2	-1	0	2	-5	-7	1	-1
Cn1c(SCc2ccccc2)nc2c1c(=O)[nH]c(=O)n2C	0	-1.2	-2	2	-2	4	-4	14	-5	5
CC(=O)C[C@@H](O)CC(=O)[C@H]1OC(=O)[C@H](C)C/C=C\Cc2ccccc21	-2	1.6	2	1	1	7	3	8	1	7
CCS(=O)(=O)c1cc([N+](=O)[O-])c(Sc2ccccc2N)s1	66*	2.1	-7	-1	-3	-15	-1	-5	-6	6
S=c1[nH]nc(-c2ccco2)n1-c1cccc2ccccc12	15	3.7	-1	5	2	12	5	-13	-5	5

Profiles, looked up by structure. Values in the order: PRMT1 inh	PG9 binder	TCR-CD3 inh	UHRF1 binding	LEDGF integ inh	mABHD4 FP	DDE Tn7 FP inh	TDP2 absorb	SIAE inh	HTRA1 inh
`O=C(NCC1COCCO1)C1CCN(S(=O)(=O)c2cccs2)CC1` (stereo not given) across the screens: -1	nt	nt	-2	-2	9	-2	4	-1	nt
`COc1ccc(C(=O)COC(=O)CN2C(=O)c3ccccc3C2=O)c(OC)c1` across the screens: 2	-0.7	-2	5	-3	-7	7	-12	-2	3

Following part.
SMILES	PRMT1 inh	PG9 binder	TCR-CD3 inh	UHRF1 binding	LEDGF integ inh	mABHD4 FP	DDE Tn7 FP inh	TDP2 absorb	SIAE inh	HTRA1 inh
COc1ccc(-c2csc(NC(=O)C3CSC4(C)CCC(=O)N34)n2)c(OC)c1 (stereo not given)	7	0.1	5	2	3	-5	2	-9	5	-10
Cc1cccc(OCCC(=O)NCC(c2ccccc2)N(C)C)c1 (stereo not given)	0	-0.4	3	-2	-1	2	-2	2	4	-6
Cc1cc(NC(=O)CCCN2C(=O)c3cccnc3C2=O)ccc1Br	1	0.8	-3	-3	-3	5	11	8	2	-4
CCCCN(C(=O)c1ccco1)c1nnc(-c2cc(OC)c(OC)c(OC)c2)s1	-2	-2.1	2	0	0	0	3	-7	0	0
COc1ccc(CNC(=O)c2cnccn2)cc1	-2	0.7	-3	-3	-3	7	-2	4	0	2
CCc1ccc(C(=O)COC(=O)CNC(=O)c2ccc(N3C(=O)c4ccccc4C3=O)cc2)cc1	-1	-0.5	-6	0	-1	2	-3	-5	-17	-2
CCn1c(-c2ccccc2Cl)nn(CC(=O)NCCc2ccccc2)c1=S	2	0.7	3	1	0	-8	2	11	1	4
Cc1ccc(C)c(NCC(=O)c2ccc(Cl)cc2)c1	2	-0.1	-5	7	3	-6	3	0	11	6
NC(=O)CNC(=O)[C@@H]1CC2(CC(c3ccc(Cl)cc3)=NO2)CN1C(=O)c1ccc(Br)cc1 (stereo not given in full)	1	-0.9	-4	2	-2	4	8	3	-1	-3
CCOC(=O)C1CCN(C(=O)Cn2c(=O)c3cccn3c3cccnc32)CC1	-2	1.5	-7	5	0	2	2	-11	5	5
CCCCn1c(N)c(N(CC(C)C)C(=O)CCCn2c(=O)oc3ccccc32)c(=O)[nH]c1=O	-4	-0.1	-12	4	8	-5	0	-12	5	2
COc1ccc(C(OC(=O)c2c(C)noc2C)C(=O)NC2CCCC2)cc1 (stereo not given)	-4	1.3	1	-5	1	-5	7	-5	5	-10
Cc1ccc(S(=O)(=O)N/N=C\c2cccnc2)cc1	0	-0.8	0	-5	2	1	-3	10	-7	-1
CCCn1c(-c2cc(OC)c(OC)c(OC)c2)nc2nc3ccccc3nc21	-5	-0.3	-5	-2	0	1	5	7	8	-6
COc1ccccc1CNC(=O)C1CCN(S(=O)(=O)c2c(C)noc2C)CC1	1	0.1	-10	-1	-4	3	5	-7	3	-3
C/C(=N\NS(=O)(=O)c1ccc(C)c([N+](=O)[O-])c1)c1ccc2c(c1)OCO2	-3	-0.8	2	2	3	-2	1	-5	-1	-1
CC(C)C(NC(=O)OCc1ccccc1)C(=O)NC(Cc1ccc(O)cc1)C(=O)O (stereo not given)	-5	0.1	-3	-1	4	-2	-1	8	2	-2
COCCNC(=O)C(OC(=O)c1ccco1)c1ccc(OC)cc1 (stereo not given)	-1	-1.8	6	2	-1	-5	-7	-20	-9	-6
CCOC(=O)N1CCN(C(=O)CN2C(=O)COc3ccc(S(=O)(=O)N4CCOCC4)cc32)CC1	0	-1.2	8	0	-10	4	6	-14	11	6
O=[N+]([O-])c1ccc(NN=Cc2cccc3ccccc23)cc1	3	-1.4	8	8	0	2	-5	-1	-10	0
CCC(=O)Oc1ccc2oc(=O)cc(C)c2c1	1	-1.4	6	0	2	11	-1	-2	-6	-1
CC(C)C(O)(C#CCN1CCCCC1)C(C)C	1	2.1	-7	-1	3	1	7	3	1	0
CN(C(=O)COC(=O)c1ccc(=O)n(Cc2ccccc2)n1)C1CCS(=O)(=O)C1 (stereo not given)	-1	1.1	-2	-1	0	2	-5	5	-1	-3
CCN(CC)S(=O)(=O)c1cc(NC(=O)CN2C(=O)NC3(CCCc4ccccc43)C2=O)ccc1C (stereo not given)	3	-1.2	-13	1	-6	-9	1	-7	-11	-24
O=C(/C=C/c1ccccc1)N1CCN(S(=O)(=O)c2ccc(F)cc2)CC1	-1	0.1	5	0	2	0	-1	-2	7	2
O=C(Nc1nnc(CCN2CCCCC2)s1)c1ccccc1	3	-2.7	0	0	3	4	1	0	4	7
Cc1nc2ccccc2c(C(=O)O)c1-c1ccccn1	1	0.1	12	-3	1	3	-1	2	-1	5
O=C(NCCN1CCCCC1)c1ccc(=O)oc1	2	-0.1	-11	5	4	-8	4	-10	-7	8
CCCCn1nc2cc(C(=O)NC3CCCc4ccccc43)ccc2c1OCC (stereo not given)	0	-2.2	-3	0	4	-5	3	-4	0	-20
Cc1ccc(NC(=S)NCC(O)c2ccccc2)c(C)c1 (stereo not given)	1	-1.9	3	-2	0	0	-5	19	1	-10
Cc1ccc(O)c(-n2nc3ccccc3n2)c1	3	-0.8	-3	2	0	5	-9	2	2	0
CCN(CC)S(=O)(=O)c1ccc(N2CCOCC2)c(NC(=O)COc2ccc(C#N)cc2)c1	2	2.1	-7	5	2	1	-6	-25	2	-9
O=C(/C=C/c1ccc([N+](=O)[O-])cc1)NCc1cccs1	2	-1.0	-3	5	0	-3	13	5	1	0
CCN(CC)S(=O)(=O)c1ccc(C)c(NC(=O)Cn2cnc3cc([N+](=O)[O-])ccc3c2=O)c1	-2	1.0	-2	-3	-1	3	-3	1	0	-6
O=C1NN(c2ccccc2)C(=O)/C1=C\c1cccc(OC(=O)c2cccs2)c1	5	1.0	2	-5	2	16	-2	4	8	4
O=C(Nc1nnc(S(=O)(=O)Cc2ccc(F)cc2)s1)c1ccccc1F	2	0.6	-1	0	-1	1	-6	6	-2	-4
O=C(Nc1c(-c2ccccc2)nc2ccccn12)c1ccccc1	-4	-1.0	-3	5	10	-10	-1	-9	-3	3
CC1=C(C(=O)N(C(C)C)C(C)C)CC(CC(=O)NCCCN(C)C)C(=O)N1Cc1ccc(C(C)(C)C)cc1 (stereo not given)	-1	0.1	-1	-3	5	-1	-5	0	2	nt
COc1ccc(C(C[N+](=O)[O-])c2c(C)cc3ccccn23)c(OC)c1 (stereo not given)	4	-3.4	-3	-3	1	11	-1	-9	6	36
O=C(Nc1ccccc1O)c1ccc([N+](=O)[O-])cc1	-6	-3.0	3	-1	4	4	2	-4	9	4

Not a hit list; about 4.2% have a hit in one of these screens.
